High-throughput results from PubChem.
Efflux pump mplx: inhibitors of Candida efflux pumps in yeast, primary screen, S. cerevisiae, Nile Red, multiplex; S. cerevisiae Candida pump triplex; inhibition, % at 10 µM; hit rate 0.44% among 330,000;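 active = plate passing quality check with inhibition over a set limit, or well fluorescence over plate mean plus 4 SD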;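 also: Nile Red retained in pooled yeast measured as flow cytometry median fluorescence; 0% = buffer negative control and 100% = Enniatin B positive control; higher means more Nile Red kept so more efflux inhibition; some compounds called inactive have numbers as strong as hits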
TPT1 inhibitor: Candida albicans TPT1 enzyme inhibitors, primary screen, biochemical, fluorescence polarization. hit rate 0.81% among 300,000. recombinant caTPT1, FP RNA substrate dephosphorylation. inhibition, % at 5 µM;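 active = inhibition above the mean of all tested compounds plus 3 SD, set per screening campaign, cut at about 24% in these data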;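 also: plate controls were DMSO alone for no effect and ferristatin control at 100 nM for full effect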
PP1 counter: PP1-alpha phosphatase inhibitors, primary screen, counter-screen for PP5 inhibitor project, biochemical, fluorescence, OMFP substrate, single point. Serine/threonine-protein phosphatase PP1-alpha catalytic subunit (Homo sapiens), P62136. purified PP1alpha. inhibition, % at 6.7 µM. hit rate 0.9% among 320,000;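 active = inhibition above the mean inhibition of all tested compounds plus 3 SD, computed separately for each screening campaign, cut at about 15% in these data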
procasp7 counter: procaspase-7 activators, primary screen, counter-screen for procaspase-3 activator project, biochemical, absorbance, HTS, human. Caspase-7 (Homo sapiens), P55210. recombinant procaspase-7, Ac-DEVD-pNA absorbance 405 nm; D23A/D198A/D206A triple mutant, cannot self-cleave; scale: DMSO 0, 5 µM enzyme 100. activation, % at 8.5 µM. hit rate 0.093% among 330,000. AID 463210, 2010;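 active = percent activation above the screen-wide mean plus 3 SD, cut at about 25% in these data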
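buffer or medium = Zinc-free HEPES/NaCl buffer, pH 7.4 | material = Procaspase-7 triple mutant (PC-7 D3A) | input = 2 µM procaspase-7 mutant as dispensed | signal = Epi-absorbance of released pNA at 405 nm, two timepoints | timing = 1 h preincubation, 2 h reaction | replicates = singlicate compound testing | evaluation = % activation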
proCasp3 act: activators of human procaspase-3 D3A mutant, primary screen, biochemical, absorbance, PC-3 D3A mutant, single concentration; recombinant procaspase-3 D3A, Ac-DEVD-pNA absorbance 405 nm; activation, % at 8.5 µM; hit rate 0.11% among 330,000; Caspase-3 (Homo sapiens), P42574;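 active = activation above the mean of all tested compounds plus 3 SD, cut at about 21% in these data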;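 also: 0% = DMSO alone and 100% = DMSO wells spiked with extra 5 µM PC-3 D3A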
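Assay system: Procaspase-3 D3A mutant, all three cleavage aspartates alanine. Buffer or medium: Zinc-free HEPES saline buffer with Triton X-100. Times: 1 h compound preincubation, 2 h substrate hydrolysis at 25 °C. Measured by: 405 nm absorbance of p-nitroaniline, reads at 0 and 120 min. Read-out basis: percent activation relative to control range. Replicates: singlicate.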
PP5 inh: PP5 phosphatase inhibitors, primary screen, biochemical, fluorescence; Serine/threonine-protein phosphatase 5 (Homo sapiens), P53041; purified PP5c, OMFP substrate fluorescence; inhibition, % at 6.7 µM; hit rate 0.18% among 320,000; AID 1987, 2009;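 active = inhibition above the campaign's mean inhibition across all tested compounds plus 3 SD, cut at about 9.5% in these data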;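 also: 0% = DMSO only and 100% = 100 µM cantharidin control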
Target sequence (P53041 whole entry, looked up): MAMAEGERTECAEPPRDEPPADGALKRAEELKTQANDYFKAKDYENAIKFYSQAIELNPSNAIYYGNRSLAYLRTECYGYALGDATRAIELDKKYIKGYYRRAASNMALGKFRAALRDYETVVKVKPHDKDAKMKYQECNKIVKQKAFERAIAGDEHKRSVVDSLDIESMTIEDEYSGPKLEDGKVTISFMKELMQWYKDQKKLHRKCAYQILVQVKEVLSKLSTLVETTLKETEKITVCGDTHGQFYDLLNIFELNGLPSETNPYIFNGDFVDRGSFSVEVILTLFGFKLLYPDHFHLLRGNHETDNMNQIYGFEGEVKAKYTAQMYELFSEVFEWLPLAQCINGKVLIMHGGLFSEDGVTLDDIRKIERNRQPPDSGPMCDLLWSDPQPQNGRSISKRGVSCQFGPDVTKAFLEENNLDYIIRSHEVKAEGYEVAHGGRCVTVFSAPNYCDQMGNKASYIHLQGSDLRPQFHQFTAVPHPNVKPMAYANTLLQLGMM
HCV core dimer: inhibitors of HCV core protein dimerization, primary screen, biochemical, TR-FRET, high-throughput. TR-FRET GST/Flag-core106 dimerization, 1536-well. inhibition, % at 5 µM. hit rate 0.33% among 300,000. AID 1899, 2009;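 active = inhibition above the mean of all tested compounds plus 3 SD, set per screening campaign, cut at about 45% in these data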
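System: GST/Flag-tagged HCV core106 proteins. Incubation: compound-protein-antibody incubation 4 h at 22.5 °C. Technique: HTRF with 340 nm excitation, 617/671 nm emission. Medium: KF-containing HEPES buffer, pH 7.45, DTT, CHAPS, BSA. Read-out: inhibition (%) from 671 over 617 nm ratio. Also added: Eu(K)-anti-GST 90 ng/mL plus XL665-anti-Flag 1 µg/mL.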
Fh CTSL1 inh: Fasciola hepatica cathepsin L1 inhibitors, primary screen, counter-screen for PFM18AAP inhibitor project, biochemical, QFRET, fluorogenic peptide substrate | recombinant F. hepatica cathepsin L1, Z-Leu-Arg-MCA fluorescence | inhibition, % at 5.96 µM | hit rate 0.49% among 300,000;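 active = inhibition above the mean of all tested compounds plus 3 SD, set per screening campaign, cut at about 17% in these data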;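 also: 0% = plate median of test compound wells and 100% = 1 µM Z-Phe-Ala-diazomethylketone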
JMJD2C inh: inhibitors of GASC-1 histone demethylase, primary screen, biochemical, fluorescence, DELFIA europium. Lysine-specific demethylase 4C (Homo sapiens), Q9H3R0. GST-JMJD2C(1-420) H3K9me3 demethylation. inhibition, % at 2.35 µM. hit rate 0.069% among 330,000;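 active = more than half of a compound's replicate wells show inhibition beyond 50%, single wells judged on their own value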;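 also: signal counts dimethyl H3K9 product captured on neutravidin plate; 0% = median of DMSO wells and 100% = 0.3 times that DMSO median; strong numbers were not always called active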
Target sequence (Q9H3R0 1-420 limits assumed): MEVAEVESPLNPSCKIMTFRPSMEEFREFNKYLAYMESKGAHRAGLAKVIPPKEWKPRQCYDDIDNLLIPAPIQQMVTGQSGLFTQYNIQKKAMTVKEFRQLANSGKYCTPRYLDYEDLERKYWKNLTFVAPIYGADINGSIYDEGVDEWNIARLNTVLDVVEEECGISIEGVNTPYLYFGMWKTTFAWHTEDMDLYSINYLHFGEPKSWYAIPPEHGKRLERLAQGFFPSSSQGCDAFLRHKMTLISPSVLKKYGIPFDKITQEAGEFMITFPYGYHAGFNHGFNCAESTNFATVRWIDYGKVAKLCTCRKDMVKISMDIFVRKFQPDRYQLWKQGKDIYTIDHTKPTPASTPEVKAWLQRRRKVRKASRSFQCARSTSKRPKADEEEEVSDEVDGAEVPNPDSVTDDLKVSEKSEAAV
Starred values were filed as active, the others as inactive; . = not tested or not shown. This is a random part of the collection; about 2.9% have a hit in one of these screens.

SMILES | Efflux pump mplx | TPT1 inhibitor | PP1 counter | procasp7 counter | proCasp3 act | PP5 inh | HCV core dimer | Fh CTSL1 inh | JMJD2C inh
O=C(NC(=S)NCC1CCCO1)c1ccccc1 (stereo unspecified) | -0.5 | -5 | -3 | 4 | 1 | 0.7 | -2 | -5 | -2
Brc1ccc(-c2csc(NNC3=NCCCCC3)n2)cc1 | -0.2 | 1 | 14 | -13 | -14 | 1.9 | -3 | 3 | -8
CCOC(=O)C1CN(S(=O)(=O)c2ccccc2)CCN1S(=O)(=O)c1ccccc1 (stereo unspecified) | -0.1 | 1 | 1 | -6 | 2 | 3.1 | -1 | 3 | -3
CCCCNc1cc(=O)n(C)c(=O)[nH]1 | -0.1 | -2 | -1 | 6 | 1 | 0.9 | -5 | 1 | 3
Cc1cc(C(=O)N(C)CC2CCCN(CCc3ccc(F)cc3)C2)c(C)o1 (stereo unspecified) | -0.3 | -4 | -1 | 9 | 3 | 0.7 | -16 | 1 | -6
COc1ccc(S(=O)(=O)N[C@@H](C)C(=O)OCC(=O)Nc2cc3oc4ccccc4c3cc2OC)cc1 | -0.3 | -1 | 0 | 1 | -1 | 4.0 | 18 | -8 | -5
CC1=NOC2(C1)/C(=N/O)CCC/C2=N\O (stereo unspecified) | -0.1 | 6 | -4 | -1 | -8 | 3.6 | 0 | -2 | -18
CCCN1CCC(N2CCN(c3cccc(C(F)(F)F)c3)CC2)CC1 | -0.2 | -1 | -1 | 2 | 6 | 2.2 | -3 | -5 | -1
O=C(NCCOc1ccccc1Cl)C(=O)NCCOc1ccccc1Cl | 0.1 | -3 | -1 | 2 | 4 | -0.1 | -3 | 3 | 1
CC1=CC(=C(C#N)C#N)C=C(C)N1Cc1ccc(Cl)cc1 | 0.0 | 3 | 5 | -13 | -9 | 3.3 | 9 | 1 | 2
O=C(CSc1nc2[nH]ncc2c(=O)[nH]1)Nc1nccs1 | -0.1 | -3 | 0 | -2 | 10 | -0.3 | -11 | -2 | 60
Cc1cc(=O)oc(C)c1C(=O)N1CCCc2ccccc21 | -0.1 | 0 | -5 | 10 | 6 | -0.7 | -1 | 0 | 4
COc1cc2c3c(c1)C1(C(=O)N3C(C)(C)C=C2C)C(C#N)=C(N)Oc2cc(O)ccc21 (stereo unspecified) | 0.6 | 4 | 3 | 2 | -10 | 3.8 | 4 | -8 | -3
O=C1OC(Nc2ccc(Br)cn2)c2ccccc21 (stereo unspecified) | -0.1 | -7 | -3 | 11 | 0 | 0.8 | -8 | 3 | -6
COc1ccccc1Cn1c(/C=C/c2ccccc2)nc2ccccc21 | 0.0 | -4 | 3 | -4 | 7 | 0.4 | 3 | 8 | 2
CC(C)CC(=O)Nc1nnc(SCC(=O)Nc2ccc3c(c2)OCO3)s1 | -0.1 | -1 | -1 | 4 | 6 | 1.5 | 1 | -1 | -11
Fc1ccc(Cn2nnnc2CN2CCN(C3CCCCC3)CC2)cc1 | 0.1 | 0 | -1 | 5 | -1 | 2.8 | -3 | -4 | 150
Cn1nnnc1Sc1ncnc2scc(-c3cc4ccccc4o3)c12 | 0.0 | . | 4 | 0 | -1 | 3.4 | . | . | -5
CS(=O)(=O)Nc1ccccc1C(=O)O | -0.1 | -2 | -4 | -7 | -3 | 1.2 | 3 | 2 | -2
Cc1ccc(NS(=O)(=O)c2ccc(-c3cnc(C4CC4)o3)cc2)cc1 | 0.0 | 0 | 0 | 6 | -8 | 3.9 | -6 | 8 | -31
O=C(CN1C(=O)C2C3CC(C(Br)C3Br)C2C1=O)OCC(=O)c1cccc([N+](=O)[O-])c1 (stereo unspecified) | 0.1 | 0 | -1 | -14 | 0 | 4.4 | 1 | 1 | 22
COc1ccc(-c2noc(N3CCC(C(=O)NCCCN4CCCC(C)C4)CC3)n2)cc1 (stereo unspecified) | 0.0 | -5 | 1 | 13 | 4 | -1.0 | 11 | -3 | 0
Cc1ccc2nc(NC(=O)C3CCCN3C(=O)OC(C)(C)C)sc2c1 (stereo unspecified) | -0.1 | -3 | 2 | -3 | -2 | 0.7 | 3 | 0 | -15
O=C(NC1CCCCC1)C(c1ccc(F)cc1)N(C(=O)c1csnn1)C1CCCC1 (stereo unspecified) | -0.1 | -3 | 3 | 1 | -2 | 0.6 | 6 | -3 | 4
COc1ccc(-c2csc(N(CCCN(C)C)C(=O)c3ccccc3F)n2)cc1 | 0.0 | -3 | -5 | 5 | 0 | 0.8 | 0 | -4 | 5
SMILES | Efflux pump mplx | TPT1 inhibitor | PP1 counter | procasp7 counter | proCasp3 act | PP5 inh | HCV core dimer | Fh CTSL1 inh | JMJD2C inh
COc1ccc2c(-c3ccccc3)cc(SCC(=O)NC3CCS(=O)(=O)C3)nc2c1 (stereo unspecified) | 0.0 | -3 | 0 | 9 | -2 | 3.6 | -3 | 6 | 3
O=C(CCc1ccc(S(=O)(=O)N2CCOCC2)cc1)Nc1ccc(F)cc1[N+](=O)[O-] | 0.1 | . | . | 13 | 6 | . | . | . | 9
Cc1cccc2sc(NC(=O)CN3C(=O)C4CC=CCC4C3=O)nc12 (stereo unspecified) | 0.0 | -3 | -2 | -4 | 5 | 1.5 | -1 | -2 | -4
Nc1ccccc1CNc1nc(NCCO)nc2c1ncn2CCN1CCOCC1 | 0.0 | 0 | -6 | -7 | -3 | -1.0 | -18 | -5 | 10
Cc1cccc(NC(=O)c2ccc(NCC3CCCO3)c([N+](=O)[O-])c2)n1 (stereo unspecified) | -0.1 | 0 | -4 | -1 | 2 | 1.4 | -2 | 0 | 0
CCc1nnc(NC(=O)CCC(=O)N2CCCC2)s1 | -0.1 | -4 | -2 | 9 | -4 | -1.0 | 3 | 0 | -1
Cc1ccc(C(=O)NCC(=O)NCc2cc(=O)n(C)c(=O)n2C)cc1 | -0.3 | 1 | -4 | 5 | 3 | 1.5 | 5 | -4 | 21
CC1CCN(S(=O)C23CC4CC(CC(C4)C2)C3)CC1 (stereo unspecified) | -0.1 | -4 | -8 | 1 | -10 | 1.7 | 0 | -6 | -7
CCC(C(=O)NC1CCCC1)N(C(=O)Cn1nnc(-c2ccc(C)o2)n1)c1cccc(OC)c1 (stereo unspecified) | -0.5 | -5 | 6 | 3 | 1 | 1.9 | -6 | 3 | -12
Cc1ncoc1C(=O)N1CCCC(CCC(=O)NCc2ccc(F)c(F)c2)C1 (stereo unspecified) | -0.1 | -4 | 0 | -2 | 4 | 1.1 | -5 | -4 | 101
C/C(=N\NC(=O)Cc1cccn1C)c1cccc2ccccc12 | 0.1 | 2 | 1 | -9 | -7 | 3.4 | 5 | 4 | 7
CNc1[nH]c(=O)[nH]c(=O)c1N=Nc1cc(Cl)ccc1Cl | 0.1 | -2 | 1 | -1 | -5 | -1.2 | -24 | 5 | -7
Cc1ccc(C(=O)NCCNC(=O)c2cccnc2)cc1 | -0.2 | 1 | -1 | 2 | -2 | -0.1 | 1 | 2 | -16
CCc1nccn1CCC(=O)N1CCCC(Nc2ccc(F)cc2)C1 (stereo unspecified) | 0.0 | 1 | -3 | 1 | 0 | 2.6 | 12 | 0 | 5
CN(C)CCNC(=O)c1ccc(COc2ccc(Cl)cc2Cl)cc1 | 0.0 | -2 | 3 | 4 | -3 | -0.7 | -5 | 1 | 25
Cc1cccc(C)c1NC(=S)NCCc1ccc(O)c(O)c1 | 0.1 | 3 | -5 | -21 | -11 | -1.1 | -1 | 8 | 31
Cc1ccnn1Cc1cc(C(=O)O)c2ccccc2n1 | 0.2 | 2 | -2 | 1 | 5 | -1.1 | -2 | -1 | 7
CCn1c(-c2ccc3[nH]c(C)c(C)c3c2)n[nH]c1=S | 0.0 | -4 | -4 | -25 | -14 | 5.3 | -6 | 2 | 1
C=CCNC(=S)N/N=C/c1ccc(C)cc1C | 0.2 | 1 | 3 | 16 | -6 | 3.1 | -2 | 6 | -2
COc1ccccc1C(=O)C1CCCN(Cc2cn[nH]c2C2CCCCC2)C1 (stereo unspecified) | 0.0 | 0 | 3 | 0 | 4 | 2.4 | 3 | 0 | 5
C/C=C/c1ccc(OCC(O)CN2CCCCC2CC)c(OC)c1 (stereo unspecified) | 0.0 | -2 | -4 | 2 | 0 | 1.5 | 0 | -3 | -2
Cc1cccc(-n2ncc3c(Nc4ccc(F)cc4)ncnc32)c1 | -0.5 | -5 | 0 | 4 | 10 | 3.7 | 7 | 0 | 15
CC(C)Cn1c(=O)n(C)c(=O)c2[nH]cnc21 | 0.1 | -1 | -2 | 8 | -8 | 0.6 | 12 | -3 | -1
COc1ccc(C(F)(F)F)cc1N/C=C/c1nnnn1-c1ccc(C)cc1 | 0.0 | 0 | 0 | 2 | -2 | -0.6 | 3 | 2 | -1
CN(c1ccc(OC(=O)c2ccc(-n3cncn3)c([N+](=O)[O-])c2)cc1)S(=O)(=O)c1ccccc1 | -0.1 | . | 0 | 3 | 5 | 3.1 | . | . | 2
CCN(CC)CCCNC(=O)Cn1ncn2cccc2c1=O | 0.1 | -2 | 0 | 7 | -4 | 1.9 | -1 | -2 | 3
O=C(/C=C/c1ccco1)Oc1cc(Br)cc(/C=N/NC(=O)c2ccccc2O)c1 | 0.1 | 4 | 4 | -68 | -51 | 4.1 | 6 | -10 | -1
CC(CN1CCCC(C(N)=O)C1)c1ccccc1 (stereo unspecified) | 0.2 | 0 | -2 | 3 | 11 | -0.7 | 1 | -1 | -7

Whole records from above. Order of values: Efflux pump mplx	TPT1 inhibitor	PP1 counter	procasp7 counter	proCasp3 act	PP5 inh	HCV core dimer	Fh CTSL1 inh	JMJD2C inh
CC(CN1CCCC(C(N)=O)C1)c1ccccc1 (stereo unspecified) in the list: 0.2	0	-2	3	11	-0.7	1	-1	-7
CC(C)Cn1c(=O)n(C)c(=O)c2[nH]cnc21 in the list: 0.1	-1	-2	8	-8	0.6	12	-3	-1
Cc1ccc(C(=O)NCCNC(=O)c2cccnc2)cc1 in the list: -0.2	1	-1	2	-2	-0.1	1	2	-16
Nc1ccccc1CNc1nc(NCCO)nc2c1ncn2CCN1CCOCC1 in the list: 0.0	0	-6	-7	-3	-1.0	-18	-5	10
